HttQ103 aggreg: reduces HttQ103-GFP aggregates in PC12 cells; AID 1688; Potency, µM (series often up to 46.1 µM), for inactives: at the highest dose activity change, negative = inhibition, usual class: inhibitors; actives 1.1% (n = 220,000); PC12 HttQ103-GFP aggregates, Acumen cytometry, 40 h; further: potency means the concentration at half of the fitted maximal effect; on the % scale 0 is the no-effect control and ±100 the full control effect; nearly all actives have a fitted effect of over 60% in size
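Multiplexed with ATP-based cell death, this channel scores GFP aggregates in PC12 cells expressing inducible HTTex1-Q103-GFP. Induction used 100 nM tebufenozide; compounds were tested in concentration series.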
IMPase Li inh: membrane-permeable IMPase blocker, potentiated with lithium. Potency, µM (titrated, usually from 59.4 µM), inactives show top-dose activity, negative = IMPase inhibition, usual class: inhibitors. CHO-M1 cells, IP1 TR-FRET (IP-One), carbachol + lithium. actives 0.35% (n = 210,000);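 further: IP1 builds up when IMPase is blocked and the TR-FRET signal falls; potency means the concentration at half of the fitted maximal effect; plate controls were basal vehicle for no effect and high inhibitor control for full effect; nearly all actives have a fitted effect of over 50% in size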
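CHO cells stably expressing M1 receptor (2000/well, cultured 16–30 h) treated 30 min at 37C with compound plus low lithium. Cytosolic IP1 by TR-FRET (665/620 ratio and 620 channel) after 10 min lysis; AC50 by Hill fit.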
CBFb-RUNX1 inh: blocks binding between human CBF-beta and RUNX1; Q01196+Q13951; AlphaScreen CBFb-His/RUNX1-biotin binding, biochemical; Potency, µM (highest dose often 59.8 µM), for inactives: at the top dose activity, negative = inhibition, hits mostly inhibitors; 230,000 tested, under 10 active; AID 1477; further: % of control where 0% means no effect
Target sequence (Q01196 whole entry, looked up): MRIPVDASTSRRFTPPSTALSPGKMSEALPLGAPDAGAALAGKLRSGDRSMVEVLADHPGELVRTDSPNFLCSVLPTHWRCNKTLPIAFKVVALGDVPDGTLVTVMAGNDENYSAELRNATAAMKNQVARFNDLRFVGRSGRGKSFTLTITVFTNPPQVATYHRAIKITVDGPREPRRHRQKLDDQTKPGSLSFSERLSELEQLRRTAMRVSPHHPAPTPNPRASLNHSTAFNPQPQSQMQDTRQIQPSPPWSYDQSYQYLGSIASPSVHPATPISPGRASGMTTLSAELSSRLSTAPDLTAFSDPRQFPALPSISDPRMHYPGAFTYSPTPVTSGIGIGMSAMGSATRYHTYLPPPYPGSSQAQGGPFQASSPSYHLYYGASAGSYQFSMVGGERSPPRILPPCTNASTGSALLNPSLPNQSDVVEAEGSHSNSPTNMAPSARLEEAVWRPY
Target sequence (Q13951 whole entry, looked up): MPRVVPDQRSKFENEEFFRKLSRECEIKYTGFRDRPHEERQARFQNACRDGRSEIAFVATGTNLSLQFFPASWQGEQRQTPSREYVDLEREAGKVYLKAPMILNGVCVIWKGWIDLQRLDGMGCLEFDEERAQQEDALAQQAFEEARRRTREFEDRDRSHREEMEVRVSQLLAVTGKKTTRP
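CBFb-His/RUNX1-biotin, 30 nM each, preincubated 20 min RT; compound 15 min RT; Ni + streptavidin beads 50 ng each, 90 min RT; AlphaScreen read.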
Luc counter: blocks Kinase-Glo luciferase, a counter-screen artifact; Kinase-Glo luciferase, ATP luminescence, 8 min; Potency, µM (highest dose often 38.3 µM), for inactives: at the highest dose activity change, negative = inhibition, actives largely listed as inhibitors; actives 0.28% (n = 200,000); AID 1379; further: potency means the concentration at half of the fitted maximal effect; on the % scale 0 is the no-effect control and ±100 the full control effect; nearly all actives have a fitted effect of over 60% in size
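Recombinant Kinase-Glo luciferase, 10 uM ATP (linear range), luciferin; imidazole pH 7.2 / KCl / MgCl2 / Tween / BSA buffer; 8 min RT; luminescence.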
LMNA splice mod: changes lamin A minigene splicing in HeLa cells; HeLa LMNA splicing GFP/RFP minigene ratio, 48 h; Potency, µM (series often up to 46.1 µM), inactives show at the top dose ratio change, negative = inhibition, hits mostly inhibitors; actives 0.01% (n = 200,000); AID 1487; active means well fitted inhibition curve with a large enough effect in the signal ratio, with a control signal flat, not every such curve was filed as active; inconclusive means small, poorly fitted or top-dose-only effect, or effect the other way, or a change in a side signal; the % refers to the signal ratio; further: potency means the concentration at half of the fitted maximal effect; on the % scale 0 is the no-effect control and ±100 the full control effect
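S3 HeLa cells stably expressing lamin A-EGFP splicing minigene plus DsRed2, 600 cells/well, 48 h compound exposure at 37C. Laser-scanning cytometry; analysed as GFP (500-530 nm)/RFP (575-640 nm) total intensity ratio; 0.5% DMSO vehicle.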
SMN2 splice enh: enhancers of SMN2 splice variant expression | actives 2.8% (n = 210,000) | AID 1458 | Potency, µM (highest dose often 46.1 µM), inactives show at the highest dose activity change, positive = activation, usual class: activators | HEK293 SMN2-luciferase splicing reporter, luminescence, 30-36 h; further: potency means the concentration at half of the fitted maximal effect; % of control where 0% means no effect; nearly all actives have a fitted effect of over 55% in size
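HEK293 cells carry an SMN2 […]–luciferase reporter in which exon 7 inclusion puts luciferase in frame. Cells were plated 10-12 h before compound addition, then incubated 30-36 h at 37C. ONE-Glo luminescence was read; sodium butyrate at 4.5 mM final served as control.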
HTT cytoprotect: protects HTT-Q103 PC12 cells, measured by ATP | PC12 HTT-Q103 induced, cytoprotection, ATP luminescence, 40 h | Potency, µM (highest dose often 56.4 µM), for the others: cytoprotection (ATP increase), actives largely listed as activators | actives 0.14% (n = 230,000) | AID 1471;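 further: potency means the concentration at half of the fitted maximal effect; % of control where 0% means no effect; nearly all actives have a fitted effect of over 45% in size; toxic huntingtin expression switched on by the ecdysone agonist tebufenozide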
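Compounds were screened for protection of PC12 cells against cell death after tebufenozide induction (100 nM final) of mutant Huntingtin exon 1 (Q103) fused to GFP.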
* hit, by the source's call; ? = inconclusive; nt = no result given; & = joins results of further samples; [ ] = dose if it differs, or a comment. Unless noted, the call rests on the fitted dose curve; in most records, active means well fitted curve in the direction sought with a large enough effect; inconclusive means small, poorly fitted or top-dose-only effect, or another doubt; inactive means no such curve, though single readings can be large; an effect the other way counts as inactive or inconclusive. A portion of the library; count on the stated rates, not on these rows.

SMILES | HttQ103 aggreg | IMPase Li inh | CBFb-RUNX1 inh | Luc counter | LMNA splice mod | SMN2 splice enh | HTT cytoprotect
COCCNC(=O)c1ccc(N2CC3CC(C2)c2cccc(=O)n2C3)c([N+](=O)[O-])c1 (stereo not given) | -5.0% | ? | -5.1% | 6.2% | nt | 11.6% | -8.8%
C[C@H](c1ccccc1)N1CCN([C@@H](C)c2ccccc2)CC1 | nt | 11.7% | nt | -6.3%[7.66 µM] | nt | -8.7%[9.22 µM] | 4.9%[10 µM]
Cc1cc2ccccc2n1CCNC(=O)COc1ccccc1 | ? | 6.2%[38.3 µM] | 5.8% | 1.7% | -8.6% | -16.9% | 28.1%[10 µM]
CC(=O)Nc1cc(C(=O)N2CCC3(CC2)OCCO3)ccc1Sc1ccc(C)cc1 | -5.1% | -3.1%[38.3 µM] | 1.1% | 5.5% | 4.7% | 8.5% | -10.3%
Cn1c(O)c(C=NC2CCCCC2)c(=O)[nH]c1=S | -11.3%[9.22 µM] | 8.2% | 5.2% | 1.5% | 12.5%[46 µM] | -6.2% | -16.5%[10 µM]
COC(=O)C1=C(C)OC(N)=C(C#N)C12C(=O)Nc1ccccc12 (stereo not given) | -16.7%[9.22 µM] | 1.6% | 2.2% | -2.7% | nt | nt | 5.8%[10 µM]
CC(C)(C)N1Cc2ccccc2C1=N | 5.9% | 22.8%[38.3 µM] | 5.8% | -3.1% | 7.9% | -10.0% | -11.6%
CC(C)NC(=O)N1CCCC2(CCN(C(=O)Oc3ccccc3)CC2)C1 | nt | 9.2% | nt | -4.5% | nt | -7.3% | -2.1%
CN1[C@@H](CC(=O)c2ccccc2)CCC[C@H]1C[C@H](O)c1ccccc1 | 8.9%&19.8% | 11.8%&16.5%&1.0%&10.2% | 10.7%&5.9%&8.0%&27.4%&10.0% | -4.5% | ? | -9.1%&-11.3%&-6.9% | -34.8%&-0.8%
Cn1cccc1CNCCc1ccccc1F | 7.1% | -0.1%[38.3 µM] | -9.8% | -3.8% | 6.5% | 7.8% | -14.5%[0.074 µM]
C[N+]1(C)C2CCC1CC(OC(=O)c1ccco1)C2 (stereo not given) | -19.7%[9.22 µM] | nt | 3.5% | nt | nt | nt | -9.6%[10 µM]
Cc1ccsc1C(=O)C1CCCN(Cc2ccc(-n3cccn3)cc2)C1 (stereo not given) | 11.7%[9.22 µM] | 10.0% | -5.4% | -5.4% | -7.5%[46 µM] | nt | -4.1%[10 µM]
O=c1[nH]c(=O)n(CCc2ccc(F)cc2)c(O)c1C=NCCCn1ccnc1 | 1.5% | 25.5%[38.3 µM] | 2.2% | -0.4% | 10.1% | -25.1% | -21.6%[0.074 µM]
O=c1[nH]c(O)c(N=Nc2ccc([N+](=O)[O-])cc2)c(=O)[nH]1 | ? | -5.5% | -20.2% | -3.5% | 21.4%[46 µM] | -2.1% | -20.6%[10 µM]
CN1C(=O)N(C)C(=O)C2(Cc3cc([N+](=O)[O-])ccc3N(C)C2)C1=O | -7.7% | 4.0% | 1.4% | -2.5% | ? | -3.0% | -0.6%
CN(C)CC1CSCCC1(O)c1ccccc1 (stereo not given) | 6.9% | -10.5% | 2.5% | -2.2% | -2.0% | ? | -1.2%[10 µM]
COc1ccc2c3c([nH]c2c1)C(C)NCC3 (stereo not given) | 10.4%[9.22 µM] | 8.7% | ? | nt | nt | nt | 2.5%[10 µM]
O=C1NC(=O)C2(Cc3ccccc3N3CCOCC32)C(=O)N1c1ccccc1 (stereo not given) | -4.9% | -11.9%[38.3 µM] | -1.8% | 18.5% | -29.8% | -7.1% | 0.0%
C=C1CC[C@@]2(O)[C@H]3Cc4ccc(O)c5c4[C@@]2(CCN3CC2CC2)[C@H]1O5 | -9.0%&3.5% | 3.0% | 4.5% | -1.6% | -4.0% | -9.4% | 24.2%
CCOC(=O)N1CCN(C(C)C(=O)c2c[nH]c3ccccc23)CC1 (stereo not given) | 0.6% | 4.6%[38.3 µM] | -1.2% | -2.6% | -3.7% | -8.3% | 1.2%
NCC(=O)c1ccccc1 | nt | 0.9% | nt | -2.9% | -4.9% | 0.8% | nt
CC(C)C[C@H](NC(=O)[C@H](Cc1ccccc1)NC(=O)CNC(=O)[C@@H](NC(=O)[C@@H](N)Cc1ccc(O)cc1)[C@H](C)O)C(=O)N[C@H](C(=O)O)[C@H](C)O | nt | 9.8% | -6.1% | nt | nt | -12.6% | 11.7%
Cc1cc(/C=C2\C(=O)NC(=O)N(c3ccc(Br)cc3)C2=O)c(C)n1C | 10.6% | -17.3% | 3.8% | nt | nt | nt | -15.5%
CCC(=NCCCn1ccnc1)c1c(O)n(-c2ccc(OC)cc2)c(=O)[nH]c1=O | -5.7%[9.22 µM] | nt | 1.3% | nt | nt | nt | 0.0%[10 µM]
C/C=C1\C[N@@+]2(C)CC[C@@]34C(=C(C=O)[C@H]1C[C@H]32)Nc1ccccc14 | nt | -0.3% | 5.1%[21.7 µM] | -3.6%[17.1 µM] | ? | -2.1%[20.6 µM] | 1.8%[40.3 µM]
SMILES | HttQ103 aggreg | IMPase Li inh | CBFb-RUNX1 inh | Luc counter | LMNA splice mod | SMN2 splice enh | HTT cytoprotect
CN1CCN(c2ccc([N+](=O)[O-])c(N)c2)CC1 | 9.7% | -2.8% | 2.4% | -0.5% | -11.4% | 0.3% | 36.0%[10 µM]
CCCCCC1CC(CC(=O)NC(=S)Nc2ccc([N+](=O)[O-])cc2)C(=O)O1 (stereo not given) | 10.5% | 4.8% | 7.6% | -1.1% | ? | 21.9% | 0.3%[10 µM]
Oc1ccc(Cl)cc1Cl | nt | 23.6% | 6.6%[21.7 µM] | nt | nt | 1.7% | 2.8%
O=C(Oc1ccccc1)N1CCC2(CCN(Cc3ccccc3)CC2)CC1 | nt | 29.5% | nt | -12.1% | nt | 6.5% | 7.0%
O=C(c1ccc(C(F)(F)F)cc1)C1CCCN(C2CCSCC2)C1 (stereo not given) | -13.3% | 31.0%[activator] | 6.0% | 0.5% | nt | nt | -23.7%
O=C(NC(=O)c1ccccc1Cl)Nc1ccc(OC(F)(F)F)cc1 | nt | 2.3% | 5.3% | -4.9% | nt | 2.4% | -29.2%
ClC(Cl)C(Cl)Cl | nt | -5.8% | -6.0%[21.7 µM] | nt | nt | 5.5% | -5.1%
COc1c(CC=C(C)C)c2c(c3oc(=O)c(-c4ccc(O)cc4)c(O)c13)C=CC(C)(C)O2 | nt | 0.9% | nt | -2.0% | -13.9% | -2.0% | nt
CC(=NCc1cccnc1)c1c(O)n(-c2ccc(Cl)cc2)c(=O)[nH]c1=O | -23.0%[9.22 µM] | nt | 2.5% | nt | nt | nt | 6.9%[10 µM]
Cc1ccccc1-n1c(C)cc(/C=C2/C(=O)NC(=O)N(Cc3ccco3)C2=O)c1C | 0.1% | 21.4% | -17.2% | -0.3% | -3.3% | 4.2% | 29.1%[1.9 µM]
CC(C)CCNC(=O)c1cc(C(=O)c2cc(F)ccc2O)cn(CCC(C)C)c1=O | 13.9% | -0.8% | -1.4% | -1.3% | nt | 3.6% | -8.9%[10 µM]
CCCCCc1nc2ccccc2c(=O)n1-c1ccc(Cl)cc1[N+](=O)[O-] | -1.0% | 7.2%[38.3 µM] | 1.6% | 0.1% | 4.6%[0.0737 µM] | 0.7% | 7.2%
Cc1ccc(OCC(=O)NCCN2CCN(C(=O)COc3ccc(C)cc3)CC2)cc1 | -6.6% | 18.9%[38.3 µM] | 2.5% | -0.8% | -2.0% | ? | 9.8%
COP(=O)(OC)C(NC(C)=O)C(Cl)(Cl)Cl (stereo not given) | -18.6% | 0.1% | 4.9% | 3.0% | 20.1%[46 µM] | 6.6% | -42.0%[inhibitor]
COc1ccccc1CC1/C(=N/O)C2CCN1CC2 (stereo not given) | 12.7% | 25.9%[38.3 µM] | -3.9% | -7.4% | -8.2% | -20.2% | -5.5%[0.074 µM]
O=C(Cc1ccc(Cl)c(Cl)c1)NCC1(N2CCOCC2)CCCCC1 | -1.1% | 4.6% | 0.3% | -0.4% | -0.4%[46 µM] | -6.9% | -9.4%
Cc1ccc(NP(=O)(Nc2ccc(C)cc2)Oc2ccccc2)cc1 | -11.2% | 2.4% | -7.4% | 1.0% | ? | -2.5% | 5.5%[10 µM]
Cc1[nH]c2ccccc2c1C1=CCNCC1 | ? | 2.1%[38.3 µM] | -14.0% | -2.6% | -1.5% | -4.2% | 29.8%
CN(C)CCN=Cc1c(O)n(Cc2ccc3c(c2)OCO3)c(=S)[nH]c1=O | 2.5%[9.22 µM] | nt | 9.0% | nt | nt | nt | -8.3%[10 µM]
CNC(=O)Oc1ccc(-c2cn3cc(C)ccc3n2)cc1 | 14.5% | -1.4% | 0.7% | ? | ? | 1.78µM* | nt
CN(C)C1C(=O)C(C(N)=O)=C(O)[C@@]2(O)C(=O)C3=C(O)c4c(O)ccc(Cl)c4[C@](C)(O)C3CC12 (stereo not given in full) | nt | -28.8% | ? | -7.8% | nt | -16.5% | 4.3%
O=C(c1cc(S(=O)(=O)N2CCCCC2)ccc1F)N1CCC2(CC1)OCCO2 | -1.3% | 13.8%[38.3 µM] | 3.6% | -3.0% | -8.6% | -7.2% | 9.7%
OC(CNCCc1c[nH]c2ccccc12)C(F)(F)F (stereo not given) | -6.7% | 5.7% | 0.3% | 4.1% | nt | nt | 2.4%
CCCCn1c(N)c(C(=O)NCCN2CCOCC2)c2nc3ccccc3nc21 | -25.3% | -12.1%[38.3 µM] | 27.8% | 0.3% | -1.0% | 5.4% | -15.3%

4 compounds picked at random from those above, as already listed:
SMILES | HttQ103 aggreg | IMPase Li inh | CBFb-RUNX1 inh | Luc counter | LMNA splice mod | SMN2 splice enh | HTT cytoprotect
O=C(NC(=O)c1ccccc1Cl)Nc1ccc(OC(F)(F)F)cc1 | nt | 2.3% | 5.3% | -4.9% | nt | 2.4% | -29.2%
Cc1ccc(NP(=O)(Nc2ccc(C)cc2)Oc2ccccc2)cc1 | -11.2% | 2.4% | -7.4% | 1.0% | ? | -2.5% | 5.5%[10 µM]
CC(=NCc1cccnc1)c1c(O)n(-c2ccc(Cl)cc2)c(=O)[nH]c1=O | -23.0%[9.22 µM] | nt | 2.5% | nt | nt | nt | 6.9%[10 µM]
CCCCCc1nc2ccccc2c(=O)n1-c1ccc(Cl)cc1[N+](=O)[O-] | -1.0% | 7.2%[38.3 µM] | 1.6% | 0.1% | 4.6%[0.0737 µM] | 0.7% | 7.2%
